From PubChem
NOD2 inhibition = NOD2 signaling inhibitors, cell-based, luminescence, uHTS, HEK293 (AID 1566). HEK293 NOD2/NF-kB luciferase reporter, luminescence; higher % means a stronger effect. inhibition, % at 4 µM; hits with a dose series show EC50 in µM. 290,000 compounds, 0.63% hits; note: many of its hits are not listed in these tables
KOR beta-arrestin-1 = kappa opioid receptor blockers – cell-based, luminescence, uHTS (AID 1778); 290,000 compounds, 0.091% hits; inhibition, % at 10 µM, or IC50 in µM where a hit was titrated; KOR beta-arrestin recruitment, luminescence, antagonist mode; higher % means a stronger effect; note: strong numbers were not always called active
Myeloid diff MLP = compounds promoting myeloid differentiation | calls only at 10 µM | 360,000 compounds, 1% hits | ER-HoxA9 myeloid progenitors, lysozyme-GFP differentiation, flow cytometry;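 active = normalized GFP-positive differentiation at or above the plate's own cutoff, the solvent-only control mean plus 3 SD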;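 note: cells exposed to compound for four days before flow analysis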
Siah-1 displacement = blockers of Siah-1 interaction with plectin peptide – biochemical, fluorescence polarization, rhodamine-plectin, uHTS, primary screen (AID 1817); 290,000 compounds, 0.02% hits; Siah-1 / rhodamine-plectin peptide fluorescence polarization; higher % means a stronger effect; displacement, % at 20 µM, or IC50 in µM where a hit was titrated;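 active = displacement of at least 50% at 20 µM, with a fluorescence ratio check between 0.3 and a set limit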;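 note: plate controls were Siah plus tracer with DMSO for no effect and tracer alone without Siah for full effect; strong numbers were not always called active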
NOD1 inhibition = NOD1 signaling inhibitors, primary screen, cell-based, luminescence, uHTS (AID 1578). NOD1-driven NF-kB luciferase reporter cells, luminescence; higher % means a stronger effect. inhibition, % at 4 µM; hits with a dose series show EC50 in µM. 290,000 compounds, 1% hits; in the data active = inhibition mostly above about 36%, no sharp cut-off; inactive = mostly below about 34%;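 note: HEK-293T reporter cells stimulated with the NOD1 agonist gamma-tri-DAP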
HIV fusion peptide = inhibitors of HIV fusion peptide binding, primary screen, biochemical, uHTS, fluorescence dequenching (AID 1986); 290,000 compounds, 0.3% hits; inhibition, % at 20 µM, or IC50 in µM where a hit was titrated; cell-free peptide binding, fluorescence dequenching, 30 min; higher % means a stronger effect; in the data active = inhibition mostly above about 52%, no sharp cut-off; inactive = mostly below about 76%; note: some results filed as inactive read as strong as hits
LYP inhibition = PTPN22 lymphoid phosphatase activity blockers – biochemical, fluorescence intensity, uHTS (AID 1779); recombinant LYP phosphatase, fluorescence intensity; higher % means a stronger effect; inhibition, % at 11.5 µM; hits with a dose series show IC50 in µM; 290,000 compounds, 0.054% hits;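 note: plate controls were vehicle with enzyme for no effect and no enzyme for full effect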
KOR beta-arrestin-2 = KOR agonists, beta-arrestin recruitment, primary screen, cell-based, luminescence, uHTS (AID 1777); KOR beta-arrestin recruitment, luminescence; higher % means a stronger effect; activation, % at 10 µM, or EC50 in µM where a hit was titrated; 280,000 compounds, 0.02% hits; in the data active = activation above about 50%, passing the limit was not always enough; note: a part of the inactive calls stands beside numbers as strong as those of hits
PhoP inhibition = inhibitors of PhoP regulon expression, primary screen, Salmonella Typhimurium, GFP reporter (AID 1863); S. Typhimurium PhoP-regulated promoter GFP reporter, 4 h; higher % means a stronger effect; one-dose inhibition, % at 50 µM; IC50 in µM for titrated hits; 300,000 compounds, 0.16% hits;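 active = inhibition over 29.93%, a cutoff 3 SD above the screen mean, later confirmed by dose response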;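 note: 0% = low Mg2+ inducing control and 100% = high Mg2+ repressing control; strong numbers were not always called active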
Myeloid diff MLP GFP+ MAC1+ % = further read-out of Myeloid diff MLP, marked with its call; GFP+ MAC1+ double positive, %; measured here: differentiation confirmed by MAC1 staining
* = called active by the depositor; i = inactive; . = not tested or not shown; + = active, no number; [ ] = remark or other dose. Cut-off read from the data, not from the text of the source, unless noted: active = inhibition above about 50%; inactive = the rest.

nr	molecule	Myeloid diff MLP GFP+ MAC1+ %	KOR beta-arrestin-1	KOR beta-arrestin-2	PhoP inhibition	Siah-1 displacement
1	COc1cccc(-n2c(SCC(=O)NC3CCCCC3)nc3n[nH]c(C)c3c2=N)c1	1.1	-29.5%	5.4%	15.7%	-7.4%
2	COc1ccc(Cl)cc1NC(=O)CCn1c(=O)oc2ccccc21	1.0	5.1%	3.2%	-6.0%	7.7%
3	Cc1c(NC(=O)c2cc3ccccc3o2)c(=O)n(-c2ccccc2)n1C	1.7	-38.7%	7.3%	5.5%	-4.4%
4	COc1ccc(N2C(=O)C3CCCN3C2=S)cc1 (stereo not drawn)	0.8	-11.2%	-2.1%	-0.7%	-1.7%
5	O=C1NC2=C(C(=O)CCC2)C(c2ccccc2Cl)N1 (stereo not drawn)	0.5	-10.2%	-0.3%	0.4%	1.5%
6	CCOC(=O)C1(Cc2cccc(F)c2)CCN(C(=O)c2cscn2)CC1	0.7	-18.8%	-5.6%	-4.3%	4.8%
7	CCn1c(COc2ccc3c(c2)CCCC3)nnc1SCC(=O)Nc1ccc(C(=O)OC)cc1	0.3	-55.8%	0.6%	-8.2%	0.4%
8	Fc1ccc(CSc2nnc3ccc(-c4ccncc4)nn23)cc1	0.6	1.5%	-2.3%	4.4%	3.7%
9	Cc1cc(OCC(C)C)ccc1/C(O)=C1/C(=O)C(=O)N(Cc2cccnc2)C1c1ccncc1 (stereo not drawn)	1.1	-3.8%	-0.7%	-5.5%	10.8%
10	COc1ccccc1/C=C/C=N/N1CCN(Cc2ccc(Cl)cc2)CC1	8.0	-21.0%	-0.9%	-1.2%	3.3%
11	Oc1ccc(Oc2ccc(Oc3ccc(O)cc3)cc2)cc1	3.0*	-23.0%[20 µM]	-1.7%	5.2%	3.3%
12	COc1cc(CNCCN(C)C)ccc1OCc1c(F)cccc1Cl	0.7	26.4%[20 µM]	-3.2%	-0.3%	2.1%
13	COc1cccc(NC(=S)/C(=C(\[O-])c2ccc(C)c([N+](=O)[O-])c2)[n+]2ccccc2)c1	4.2*	-13.0%	3.8%	-5.7%	3.9%
14	N#Cc1ccc(Oc2nc(C(N)=O)cc(-c3ccccc3)n2)cc1	1.1	-35.6%	8.6%	-6.8%	-1.9%
15	CN(c1ccccc1)c1nc(N)c([N+](=O)[O-])c(Nc2ccc(F)cc2)n1	0.9	-22.5%	-6.2%	-1.4%	4.3%

nr	NOD2 inhibition	LYP inhibition	HIV fusion peptide	NOD1 inhibition	Myeloid diff MLP
1	-5.7%	-1.0%	-0.7%	49.8%	i
2	8.5%	-7.5%	2.0%	-18.6%	i
3	-1.0%	-1.0%	-0.1%	-8.5%	i
4	22.3%	-5.4%	4.9%	1.3%	i
5	18.3%	-3.2%	1.4%	8.3%	i
6	1.1%	-6.5%	-0.8%	-28.9%	i
7	12.3%	-0.2%	-0.3%	-9.3%	i
8	23.5%	-4.0%	-2.3%	-12.3%	i
9	0.7%	-0.7%	0.1%	-14.7%	i
10	26.7%	-2.4%	-4.4%	31.4%	i
11	9.0%	-7.6%	-1.3%	-94.7%	+
12	11.7%	-8.3%	0.6%	-14.0%	i
13	6.7%	-1.3%	2.4%	-31.2%	+
14	-7.6%	-4.6%	-1.3%	8.0%	i
15	1.4%	-0.7%	0.3%	-5.8%	i

(next part)
nr	molecule	Myeloid diff MLP GFP+ MAC1+ %	KOR beta-arrestin-1	KOR beta-arrestin-2	PhoP inhibition	Siah-1 displacement
16	Cc1ccc(NC(=O)c2cc(S(=O)(=O)N3CCCC3)cn2C)cc1C	3.1	28.9%[20 µM]	3.2%	.	3.7%
17	CCc1nnc(NC(=O)CSc2nc3c([nH]c4ccccc43)c(=O)n2CCOC)s1	1.0	5.7%	2.5%	-3.0%	3.8%
18	CCCC(O)(c1ccc(OC)cc1)C(CN1CCOCC1)c1ccc(Cl)cc1 (stereo not drawn)	0.3	12.3%	-5.1%	-18.9%	-0.6%
19	COC(=O)CNC(c1ccccc1)c1cc(Br)ccc1NC(=O)CNC(=O)OCc1ccccc1 (stereo not drawn)	0.6	12.9%	0.9%	-0.2%	8.0%
20	COc1ccc(C2(CNC(=O)Cc3ccc(OC)c(OC)c3)CCCC2)cc1	0.5	29.6%[20 µM]	.	-0.8%	1.0%
21	COc1ccc(N=Nc2nc3ccc(Br)cc3n2C)cc1	1.5	5.7%	-1.1%	-305.5%	-1.3%
22	COC(=O)CCC(=O)N1CCCC(CNS(=O)(=O)c2ccc(OC)cc2)C1 (stereo not drawn)	0.6	-17.3%	4.0%	-9.2%	-1.9%
23	CCCC(C(=O)NC(C)(C)CC)N(Cc1ccco1)C(=O)CNS(=O)(=O)c1ccccc1 (stereo not drawn)	1.4	22.0%	-0.4%	9.7%	-4.3%
24	Cc1ccc(N2C(=O)[C@@H]3[C@H](C2=O)C2c4ccccc4C=CN2[C@@H]3C(=O)c2ccco2)cc1 (stereo partly drawn)	1.5	12.4%	-2.9%	-13.9%	7.1%
25	CCc1ccc(NS(=O)(=O)c2ccc3oc(=O)ccc3c2)cc1	0.4	9.0%	-3.2%	11.9%	-6.5%
26	COc1ccc(C)cc1S(=O)(=O)Nc1ccncc1	1.0	-13.3%	4.1%	6.5%	1.1%
27	CN1CCN(C2CCN(c3cccc(Cl)c3)CC2)CC1CCO (stereo not drawn)	0.5	-22.8%[20 µM]	-0.4%	-2.6%	0.7%
28	COCCNC(=O)CCc1nnc(Cc2ccc(-c3ccccc3)cc2)o1	0.1	-26.6%	2.7%	-4.4%	10.3%
29	CC(=O)Nc1ccc(Sc2ncnc3scc(-c4ccccc4)c23)cc1	0.5	5.1%	4.9%	3.8%	4.0%
30	CCCc1cc(=O)[nH]c(SCCOC(=O)c2ccccc2)n1	0.7	-2.7%	5.9%	6.0%	-4.9%

nr	NOD2 inhibition	LYP inhibition	HIV fusion peptide	NOD1 inhibition	Myeloid diff MLP
16	13.3%	-11.2%	1.8%	1.5%	i
17	-8.6%	-9.4%	-0.5%	-45.8%	i
18	17.5%	-8.3%	0.0%	10.6%	i
19	-34.2%	7.6%	0.9%	-17.0%	i
20	16.5%	-1.8%	2.1%	-19.8%	i
21	-85.3%	-4.2%	156.1%	-15.2%	i
22	-4.7%	-4.2%	0.7%	-27.1%	i
23	6.6%	-8.6%	1.0%	30.1%	i
24	12.4%	-0.1%	-1.8%	-38.2%	i
25	28.2%	-7.4%	-2.7%	29.8%	i
26	10.5%	0.3%	1.0%	-25.3%	i
27	4.1%	-9.1%	1.3%	7.9%	i
28	-7.2%	-4.8%	0.5%	-39.8%	i
29	46.4%	-3.0%	1.3%	24.0%	i
30	5.2%	-3.9%	0.3%	-12.9%	i

(list continues)
nr	molecule	Myeloid diff MLP GFP+ MAC1+ %	KOR beta-arrestin-1	KOR beta-arrestin-2	PhoP inhibition	Siah-1 displacement
31	CCCCn1ccnc1C(=O)c1cccc(S(=O)(=O)N2c3ccccc3CC2C)c1 (stereo not drawn)	0.4	-15.4%	7.2%	-3.1%	-0.2%
32	CSc1ccc(CN(C)CC(=O)Nc2ccc(NC(C)=O)cc2)cc1	0.2	-15.7%	-1.1%	-2.8%	9.5%
33	COc1cc(NC(=O)COC(=O)CSc2cc(C)ccc2C)c(C)cc1[N+](=O)[O-]	0.4	10.0%	5.4%	5.6%	-2.1%
34	Cc1ccccc1-c1nc(CS(=O)CC(=O)NCc2ccccn2)c(C)o1 (stereo not drawn)	4.6	-9.1%	-0.8%	-3.0%	0.2%
35	O=C(Nc1nnc(Cc2ccccc2)s1)C1CCN(C(=O)c2ccco2)CC1	0.3	-18.7%	-2.9%	9.8%	-4.6%
36	COc1ccc(N2C(=O)c3ccc(C(=O)Nc4ccccc4O)cc3C2=O)cc1	0.3	34.1%[20 µM]	-4.6%	11.3%	-0.8%
37	Cc1c(NC(=O)CCC(=O)N2CCOCC2)c(=O)n(-c2ccccc2)n1C	0.6	-38.7%	-1.8%	5.2%	5.5%
38	O=S(=O)(Cc1ncc(C(F)(F)F)cc1Cl)c1ccccc1	1.6	-27.6%	2.5%	0.7%	-6.4%
39	O=C(NC(=S)Nc1ccc(Cl)cn1)C(c1ccccc1)c1ccccc1	0.6	34.5%	1.1%	1.2%	-2.8%
40	Cc1cnc(=O)[nH]c1SCC(=O)c1ccc(F)cc1	4.0	-32.9%	0.3%	-3.0%	0.7%
41	COc1ccc(CCN2C(=O)N(c3ccc(OC)cc3)C(=O)C2CC(=O)Nc2ccc(OC)cc2)cc1 (stereo not drawn)	0.5	1.0%	-0.7%	-5.6%	-4.3%
42	Cc1ccc(C(=O)Nc2ccc(N3CCN(S(C)(=O)=O)CC3)cc2)cc1C	0.2	-15.9%[20 µM]	.	-0.2%	-3.1%
43	COc1ccccc1N(CC(=O)NC1CCCCC1)C(=O)Cn1nnc(-c2ccc(C)o2)n1	.	-52.4%	-5.9%	.	2.5%

nr	NOD2 inhibition	LYP inhibition	HIV fusion peptide	NOD1 inhibition	Myeloid diff MLP
31	9.5%	-1.0%	5.3%	17.3%	i
32	2.5%	-3.5%	-0.5%	-18.4%	i
33	-2.6%	1.4%	-0.6%	-9.3%	i
34	0.5%	-11.8%	2.3%	-14.7%	i
35	21.1%	-6.4%	-0.8%	10.3%	i
36	1.0%	-4.5%	-0.4%	-29.6%	i
37	-11.5%	-4.4%	-1.6%	-34.2%	i
38	12.8%	-8.8%	-0.7%	18.0%	i
39	-24.5%	-0.7%	1.8%	17.5%	i
40	-2.3%	-9.8%	2.0%	-24.5%	i
41	-3.9%	-5.2%	-0.8%	-3.9%	i
42	-20.0%	-8.5%	-1.2%	-13.2%	i
43	-1.1%	-10.2%	-1.2%	-24.2%	.

Four entries from above, with one line to a screen:
35. O=C(Nc1nnc(Cc2ccccc2)s1)C1CCN(C(=O)c2ccco2)CC1
36. COc1ccc(N2C(=O)c3ccc(C(=O)Nc4ccccc4O)cc3C2=O)cc1
37. Cc1c(NC(=O)CCC(=O)N2CCOCC2)c(=O)n(-c2ccccc2)n1C
38. O=S(=O)(Cc1ncc(C(F)(F)F)cc1Cl)c1ccccc1

| Compound | 35 | 36 | 37 | 38 |
| --- | --- | --- | --- | --- |
| Myeloid diff MLP GFP+ MAC1+ % | 0.3 | 0.3 | 0.6 | 1.6 |
| KOR beta-arrestin-1 | -18.7% | 34.1%[20 µM] | -38.7% | -27.6% |
| KOR beta-arrestin-2 | -2.9% | -4.6% | -1.8% | 2.5% |
| PhoP inhibition | 9.8% | 11.3% | 5.2% | 0.7% |
| Siah-1 displacement | -4.6% | -0.8% | 5.5% | -6.4% |
| NOD2 inhibition | 21.1% | 1.0% | -11.5% | 12.8% |
| LYP inhibition | -6.4% | -4.5% | -4.4% | -8.8% |
| HIV fusion peptide | -0.8% | -0.4% | -1.6% | -0.7% |
| NOD1 inhibition | 10.3% | -29.6% | -34.2% | 18.0% |
| Myeloid diff MLP | i | i | i | i |

The list is partial (hit frequency here may not be typical).
